Bioassay records: PubChem BioAssay, National Center for Advancing Translational Sciences (NCATS)
KDM5B inh – inhibitors of human KDM5B histone demethylase; Q9UGL1; KDM5B demethylase, FDH-coupled NADH fluorescence (FDH is formaldehyde dehydrogenase); 2.6% of 220,000 active; Potency, µM (highest dose often 57.7 µM), for the others: top-dose activity change, negative = inhibition, hits mostly inhibitors; active means well fitted inhibition curve with a large enough effect; inconclusive means small, poorly fitted or top-dose-only effect; inactive means no such curve, though single readings can be large or run the other way; further: 0% is about no effect; nearly all actives have a fitted effect of over 70% in size
Target sequence (Q9UGL1 whole entry, looked up): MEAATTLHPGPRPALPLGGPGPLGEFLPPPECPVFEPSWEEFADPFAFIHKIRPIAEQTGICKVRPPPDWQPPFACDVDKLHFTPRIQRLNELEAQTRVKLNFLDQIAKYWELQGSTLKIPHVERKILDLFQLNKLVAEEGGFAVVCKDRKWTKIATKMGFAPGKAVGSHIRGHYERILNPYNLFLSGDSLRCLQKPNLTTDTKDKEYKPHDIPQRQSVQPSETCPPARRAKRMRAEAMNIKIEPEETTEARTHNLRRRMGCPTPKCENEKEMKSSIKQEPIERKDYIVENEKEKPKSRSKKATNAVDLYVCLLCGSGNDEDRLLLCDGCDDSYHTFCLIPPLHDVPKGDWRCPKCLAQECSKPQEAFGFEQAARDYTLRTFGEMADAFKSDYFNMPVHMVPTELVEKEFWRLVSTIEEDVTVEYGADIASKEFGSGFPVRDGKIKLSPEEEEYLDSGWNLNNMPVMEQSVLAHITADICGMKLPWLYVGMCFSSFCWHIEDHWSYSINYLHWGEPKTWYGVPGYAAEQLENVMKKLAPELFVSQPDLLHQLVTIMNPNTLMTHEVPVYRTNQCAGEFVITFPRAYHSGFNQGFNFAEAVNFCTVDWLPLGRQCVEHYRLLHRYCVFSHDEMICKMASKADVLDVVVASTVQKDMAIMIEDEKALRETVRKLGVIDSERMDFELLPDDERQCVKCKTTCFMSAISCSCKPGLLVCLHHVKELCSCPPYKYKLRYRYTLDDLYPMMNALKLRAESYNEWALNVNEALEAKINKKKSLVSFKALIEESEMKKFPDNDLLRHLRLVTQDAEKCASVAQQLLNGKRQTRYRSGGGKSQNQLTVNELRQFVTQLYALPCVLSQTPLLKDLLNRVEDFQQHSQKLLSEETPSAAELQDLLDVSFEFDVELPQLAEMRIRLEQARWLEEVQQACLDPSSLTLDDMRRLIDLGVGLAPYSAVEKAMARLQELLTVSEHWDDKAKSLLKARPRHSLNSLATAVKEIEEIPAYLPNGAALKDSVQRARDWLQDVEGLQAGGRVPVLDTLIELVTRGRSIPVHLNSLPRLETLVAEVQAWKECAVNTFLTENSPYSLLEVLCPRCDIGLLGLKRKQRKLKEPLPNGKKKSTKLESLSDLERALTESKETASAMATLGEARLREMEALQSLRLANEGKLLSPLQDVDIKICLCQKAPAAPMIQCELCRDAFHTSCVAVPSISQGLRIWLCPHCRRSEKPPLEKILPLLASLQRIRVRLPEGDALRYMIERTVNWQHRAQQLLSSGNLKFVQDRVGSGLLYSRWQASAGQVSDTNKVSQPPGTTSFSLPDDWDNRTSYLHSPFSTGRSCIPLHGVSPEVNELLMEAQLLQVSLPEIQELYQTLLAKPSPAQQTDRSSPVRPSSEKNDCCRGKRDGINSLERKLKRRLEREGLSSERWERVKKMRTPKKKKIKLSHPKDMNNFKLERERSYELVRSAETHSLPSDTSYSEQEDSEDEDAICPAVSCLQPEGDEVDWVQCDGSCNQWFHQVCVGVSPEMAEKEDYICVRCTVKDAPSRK
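Measured: NADH fluorescence change, 30 min, RT. System: KDM5BΔAP 200 nM final, H3K4me3 peptide, α-KG, Fe(II), ascorbate, NAD⁺ plus FDH, pH 7.5 HEPES. Compounds: titrated, 10 min pre-incubation with enzyme.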
* = called active by the depositor; ? = inconclusive; & = joins results of further samples; [ ] = another dose, or the depositor's remark. Potency means the concentration at half of the fitted maximal effect. These rows are one share of the data; count on the stated rates, not on these rows.

SMILES | KDM5B inh
COc1ccc(-c2nnc(SCC(=O)NCCC(C)C)nc2-c2ccc(OC)c(OC)c2)cc1OC | -26%
CC1=C(C(=O)N2CCCCC2)C(c2ccc(N(C)C)cc2)C2=C(CC(C)(C)CC2=O)N1 (stereo not drawn) | -18%
Cc1ccccc1NC(=O)c1ccc2ccccc2n1 | 3%
CC12CCC(C(=O)O/N=C3\CC4CCC3(C)C4(C)C)(CC1=O)C2(C)C (stereo not drawn) | -9%
CCOc1ccc(C2Cn3nnc(-c4nc(-c5ccc(OC)cc5)no4)c3CO2)cc1 (stereo not drawn) | -9%
N#Cc1nc(COc2ccc(F)cc2)oc1NCCN1CCOCC1 | ?
CCOc1ccc(NC(=O)c2oc3ccccc3c2NC(=O)Cc2cccc(C)c2)cc1 | 195%[activator]
CCN1C(=O)CCc2cc(NC(=O)NC3CCCC3)ccc21 | -41%
Cn1c(SCC(=O)N2CCCc3ccccc32)ncc(C(=O)Nc2ccc(Cl)cc2)c1=O | -9%
O=C(CN1N=C(c2ccc(Cl)cc2)CCC1=O)NCc1ccc(F)cc1 | 7%
O=C(Nc1ccccc1)C1CC(O)CN1S(=O)(=O)c1ccc([N+](=O)[O-])cc1 (stereo not drawn) | 27%
CCCCCC(=O)N(c1ccc(OCC)cc1)S(=O)(=O)c1ccc2c(c1)n(C)c(=O)n2C | -18%
C=Cc1ccc(Cn2c(=O)c(-c3noc(CC)n3)c3n(c2=O)CCCC3)cc1 | 17%
CC(=O)Nc1nnc(SCC(=O)NC2CCCC2)s1 | 5%
COc1ccc(CNC(=O)CN2C(=O)NC3(CCOCC3)C2=O)cc1 | -6%
CCCn1nnnc1CN1CCCC1c1ccc(OCC)cc1 (stereo not drawn) | 7%
CCOC(=O)c1cc(N)cc(C(=O)OCC)c1 | ?
O=Cc1ccc(OCc2ccc(I)cc2)c(Cl)c1 | 19%
O=C(O)C1CCc2nnc(C3CCN(C(=O)c4ccccc4)C3)n21 (stereo not drawn) | -3%[149 µM]
CCCCSc1nnc(COc2ccc(Cl)cc2)n1C | -11%
CCCn1nc(C(=O)N2CCN(Cc3ccccc3F)CC2)c2ccccc2c1=O | 24%
CC(=O)NN=C(C)C | 28%
COc1ccccc1C(=O)Oc1c(Cl)cc(C#N)cc1OC | ?
O=C(Nc1cccc(C(F)(F)F)c1)c1cnc2c(c1)N(C(=O)Cc1cccc(C(F)(F)F)c1)CCC2 | ?

Another view of part of the listing above.
| mol | KDM5B inh |
| --- | --- |
| CCOc1ccc(NC(=O)c2oc3ccccc3c2NC(=O)Cc2cccc(C)c2)cc1 | 195%[activator] |
| CCN1C(=O)CCc2cc(NC(=O)NC3CCCC3)ccc21 | -41% |
| Cn1c(SCC(=O)N2CCCc3ccccc32)ncc(C(=O)Nc2ccc(Cl)cc2)c1=O | -9% |
| O=C(CN1N=C(c2ccc(Cl)cc2)CCC1=O)NCc1ccc(F)cc1 | 7% |
| O=C(Nc1ccccc1)C1CC(O)CN1S(=O)(=O)c1ccc([N+](=O)[O-])cc1 (stereo not drawn) | 27% |
| CCCCCC(=O)N(c1ccc(OCC)cc1)S(=O)(=O)c1ccc2c(c1)n(C)c(=O)n2C | -18% |
| C=Cc1ccc(Cn2c(=O)c(-c3noc(CC)n3)c3n(c2=O)CCCC3)cc1 | 17% |
| CC(=O)Nc1nnc(SCC(=O)NC2CCCC2)s1 | 5% |
| COc1ccc(CNC(=O)CN2C(=O)NC3(CCOCC3)C2=O)cc1 | -6% |
| CCCn1nnnc1CN1CCCC1c1ccc(OCC)cc1 (stereo not drawn) | 7% |
| CCOC(=O)c1cc(N)cc(C(=O)OCC)c1 | ? |
| O=Cc1ccc(OCc2ccc(I)cc2)c(Cl)c1 | 19% |
| O=C(O)C1CCc2nnc(C3CCN(C(=O)c4ccccc4)C3)n21 (stereo not drawn) | -3%[149 µM] |
| CCCCSc1nnc(COc2ccc(Cl)cc2)n1C | -11% |
| CCCn1nc(C(=O)N2CCN(Cc3ccccc3F)CC2)c2ccccc2c1=O | 24% |

More entries follow:
SMILES | KDM5B inh
CCn1c(NCc2ccccc2)nc2c1c(=O)n(C)c(=O)n2C | 23%
O=C(Nc1cc(-c2nc3cc(Cl)ccc3o2)ccc1Cl)c1cc2ccccc2o1 | -3%
Cc1nc(NC(=O)c2ccccc2)sc1-c1csc(Nc2ccc(C(F)(F)F)cc2)n1 | ?
O=C(CN1CCC(C(=O)c2ccccc2)CC1)NC1CCC(C(F)(F)F)CC1 (stereo not drawn) | 9%
CCCCOc1cccc(C(=O)N(Cc2ccc(Br)o2)C2CCS(=O)(=O)C2)c1 (stereo not drawn) | -10%
Cc1cc(C)c(Nc2nn3c(=O)c4cc5c(cc4nc3s2)OCO5)c(C)c1 | -29%
O=C(CSc1nnnn1C1CCCCC1)N(Cc1cccs1)c1ccc2c(c1)OCCO2 | 2%
CC(C(=O)N(C)CC(=O)Nc1ccccc1C(F)(F)F)N1CCN(Cc2ccc(Cl)cc2)CC1 (stereo not drawn) | 10%
COc1nccc(N2CCC(CC(=O)N3CCCN(c4ncccn4)CC3)CC2)n1 | ?
Cc1ccc(Cn2c(=O)n(-c3ccccc3)c(=O)c3ccc(C(=O)NCc4ccco4)cc32)cc1 | ?
c1ccc(-c2nc(-c3cnccn3)no2)c(OC2CCNC2)c1 (stereo not drawn) | ?
CCC(Cn1nnc2ccccc2c1=O)NC(=O)Nc1cccc(C)c1C (stereo not drawn) | 22%&-3%
COc1ccc(CCNC(=O)C2CCN(c3nc4ccccc4nc3C(F)(F)F)CC2)cc1OC | 10%
Cc1ccc(OCC(=O)Nc2ccc3c(c2)nc(CCn2ccccc2=O)n3C)cc1 | 11%
Cc1ccc(Cn2c(SCC(O)CO)nc3c2c(=O)[nH]c(=O)n3C)cc1 (stereo not drawn) | 8%
Cc1ccc(C(=O)n2nc(C)c(S(=O)(=O)N3CCOCC3)c2C)cc1C | -3%
CCOC(=O)c1cc(-c2ccc(F)cc2)n(CC(=O)NC2CCCCC2)c1C | -7%
CCc1cccc(C)c1NC(=O)Cn1c(=O)n(-c2cccc(C)c2)c(=O)c2c1c1cc(C)ccc1n2C | ?
COc1cccc(/C=C/C(=O)c2ccc(OC(F)F)cc2OC(F)F)c1OC | -13%
C#CC[N+](C)(C)C(C#Cc1ccccc1)CC=C (stereo not drawn) | 19%
Cc1ccccc1C(=O)Nc1ccc2oc(-c3ccc(F)cc3)cc(=O)c2c1 | -2%
COc1ccc(CNC(=O)Cc2c(C)c3c(OC(C)=O)cc(OC(C)=O)cc3oc2=O)cc1OC | ?
FC(F)(F)c1cccc(-c2cc(C3=CCOCC3)c3cncn3c2)c1 | 35µM*
CCN1C(=O)Cc2cc(S(=O)(=O)NCCc3ccccc3)ccc21 | -8%
O=C(Nc1ccc(CC(=O)N2CCOCC2)cc1)c1cc(Br)ccc1F | 7%
COc1ccccc1CC(=O)Oc1ccc2c(c1)OCO2 | -21%
CCCCN(C(=O)Cc1ccc2c(c1)OCCO2)c1c(N)n(CCC)c(=O)[nH]c1=O | -30%
C/C(CC(=O)Nc1ccc2c(c1)OCCO2)=N\NC(=O)c1cccc(O)c1 | -7%
CC(=O)N1CCN(C(=O)CSc2cc(C)c3cc(C)cc(C)c3n2)CC1 | -12%
Cc1ccc2c(c1)N(C(=O)CCC(=O)NCc1ccccc1F)CC(C)O2 (stereo not drawn) | 9%
COc1cc(Cl)c(C)cc1NC(c1ccccc1)c1nnc(-c2ccccc2Cl)o1 (stereo not drawn) | 19%
CC(C1CC1)N(C)C(=O)/C=C/c1cccc(C#N)c1 (stereo not drawn) | 7%
O=C(CSc1ccc(-c2ccccn2)nn1)Nc1nccs1 | 26%
Cc1ccc2[nH]c(C(F)(F)F)cc(=O)c2c1 | ?
CN(C)C[C@@H]1CN(C)C[C@H]1NS(=O)(=O)c1cc(F)cc(F)c1 | ?
CCc1nc2c(c(-c3ccc(Cl)cc3)n1)CN(Cc1cccc(OC)c1)CC2 | ?
COCCN1CCOC[C@H]2CCN(C(=O)c3ccco3)C[C@H]21 | -26%
O=C(NCc1ccccc1)c1cccc2c1C(=O)N(C1CCCCC1)C2 | 18%
Cc1ccc(NC(=O)c2c(C)oc3c2C2=NCCN2C=N3)cc1F | -28%
Cc1ccc(-c2noc([C@@H]3C[C@@H](O)CN3CC3CC3)n2)cc1F | -10%[86.2 µM]
O=C1CCN(C(=O)CN2CCCCCC2)CCCC(c2nc(-c3cnccn3)no2)CCN1 (stereo not drawn) | 5%
C=CCNC(=O)NC(=O)CN(C)Cc1ccc(OC)c(OC(F)F)c1 | 26%
O=C1CCN(CC2CCCCC2)CCCC(c2nc(-c3cccnc3)no2)CCN1 (stereo not drawn) | -9%
CN(C)c1ccc(CN2CCCC(COc3ccccc3C(=O)N3CCCC3)C2)cc1 (stereo not drawn) | 3%
CCn1cc(S(=O)(=O)N2CCCC(c3nc(-c4cnccn4)no3)CCNC(=O)CC2)cn1 (stereo not drawn) | ?
COc1ccc(C(=O)N2CCC(N3C(=O)CCC3C(=O)NC(C)C)CC2)cc1OC (stereo not drawn) | 10%
CC(=O)NCCNC(=O)C1CCCN(S(=O)(=O)c2ccccc2)CCC(=O)NCC1 (stereo not drawn) | -17%
Cc1c(C(=O)Nc2cccc(C(F)(F)F)c2)sc2nc3n(c(=O)c12)CCC3 | -17%
CCN1CC(c2ccccc2)CC2(CCN(S(=O)(=O)N(C)C)CC2)C1 (stereo not drawn) | 40%[activator]
COc1ccc2c(c1)c1c(c(=O)n(-c3ccc(OC)c(OC)c3)c(=O)n1Cc1ccc(F)cc1)n2C | ?
O=C(C(Sc1nncn1-c1ccccc1F)c1ccccc1)N1CCCCC1 (stereo not drawn) | 12%
O=C(CN1CC2CC(C1)[C@H]1CCCC(=O)N1C2)NCc1ccccc1 (stereo partly drawn) | -17%
CCOC(=O)c1c(S(=O)(=O)N2CCC(C(=O)Nc3ccc(F)cc3)CC2)c(C)n(C)c1C | -11%
Cc1cc(-c2cc(-c3ccc(F)cc3)nc3c(C)noc23)ccn1 | -22%[86.2 µM]
Cc1cc(S(=O)(=O)N2CCCC(CCC(=O)N3CCOCC3)C2)n(C)n1 (stereo not drawn) | -11%
Cc1cc(=O)n(CC(=O)NCCCc2ccccc2)c(N2CCc3ccccc3C2)n1 | ?
COc1ccc(-c2cc(C(=O)NC3CCN(C(C)C)CC3)c3ccccc3n2)cc1OC | -29%
COc1ccc(-c2nnc([C@H]3CCN(Cc4ccc(F)c(F)c4)C3)o2)cc1 | ?
Cc1ccc(C)c(N(CC(=O)NCc2ccco2)C(=O)CNS(=O)(=O)c2ccc(F)cc2)c1 | 3%
C[C@@H]1C(=O)O[C@H]2[C@H]1CC[C@@]1(C)Cc3sc(Nc4cccnc4)nc3[C@@H](C)[C@H]21 | 14%[86.2 µM]
Continuation:
SMILES | KDM5B inh
CNc1nc(Oc2ccc(=O)[nH]n2)nc(N2CCOCC2)n1 | 18%
O=C(CSc1nnc2ccc(-c3ccco3)nn12)N1CCOCC1 | 103%[activator]
CC1=NS(=O)(=O)NC(C)=C1CCC(=O)Nc1ccc(C(C)(C)C)cc1 | 17%
O=C(c1ccoc1)N1CCC(Oc2ccccc2)C1 (stereo not drawn) | -2%
c1ccc(-c2nnc(-c3ccccn3)s2)nc1 | ?
O=C(NCCCc1ccccc1)c1nn(-c2ccccc2F)nc1CO | -52%
C=C(C)COc1cc(Cl)ccc1C(N)=O | 18%
CCc1ccc(NC(=O)C2CCN(c3ccc(Sc4ccc(C)cc4)nn3)CC2)cc1 | 15%
COc1ccc(CNC(=O)c2c(O)nc3c(C)cccn3c2=O)cc1 | -20%
CC(C)N(CCC#N)C(=O)Nc1ccc2c(c1)CCO2 | 14%
COc1cncc(CN2CCC3(CC2)COCCN3C(=O)OCc2ccccc2)c1 | -7%[86.2 µM]
CC1CCC2(CC1)NC(=O)N(CC(=O)NCCCc1ccccc1)C2=O (stereo not drawn) | -22%
Cc1ccc(-c2[nH]c3[nH]c(=O)[nH]c(=O)c3c2-c2c(-n3cccc3)[nH]c(=O)[nH]c2=O)cc1 | 15%
CSCC[C@H](NC(=O)Nc1cccc(Br)c1)C(=O)O | -7%
O=C(CN1CCN(C(=O)CCc2ncc(-c3ccc(Cl)cc3)o2)CC1)Nc1cccc(F)c1 | 8%
CCCc1nn2c(C)c(-c3ccccc3)nc2s1 | 3%
O=C(COC(=O)c1ccc(NC(=O)c2ccco2)cc1)c1ccccc1 | 26%
Cc1ccc(-c2nc(NC(=O)CSc3nc(C)nc4sc5c(c34)CCCC5)ns2)cc1 | 1%
CC(NCc1c[nH]c2ccccc12)c1ccccc1 (stereo not drawn) | -23%
C=CCC(CC=C)(CNC(=O)C(=O)Nc1ccc(Br)cc1)c1ccc(OC)c(OC)c1 | -18%
Cc1nc(-c2nnc(-c3ccccc3)o2)c(C(F)(F)F)o1 | -13%
Cc1ccc(CC(=O)NC2CC3CCC2(C)C3(C)C)cc1C (stereo not drawn) | -26%
COc1ccc(CN2C(=O)c3ccccc3C2C(=O)NC2CCCCCC2)c(OC)c1 (stereo not drawn) | 28%&-38%
CN(C)c1cc(=O)c2ccnc(-c3ccc(F)c(Cl)c3)c2o1 | 35µM*

Looked up by structure from above (2):
SMILES | KDM5B inh
Cc1ccc(-c2[nH]c3[nH]c(=O)[nH]c(=O)c3c2-c2c(-n3cccc3)[nH]c(=O)[nH]c2=O)cc1 | 15%
CCCc1nn2c(C)c(-c3ccccc3)nc2s1 | 3%

(listing goes on)
SMILES | KDM5B inh
O=C(NCc1cccnc1-n1cccn1)c1ccc(-c2ccc(F)cc2)o1 | ?
COc1ccc(OC)c(CN2CCC3OCCN(Cc4ccccc4F)C(=O)C3C2)c1 (stereo not drawn) | -1%[86.2 µM]
Cc1nn2c(c1-c1ccccc1[S+](C)(=O)[O-])N(Cc1ccc(C(=O)O)s1)CCC2 | ?
O=C(CCc1cc2ccccc2o1)NC12CC3CC(CC(C3)C1)C2 | -6%
O=C(Nc1c(C(=O)N2CCN(c3ccccc3F)CC2)oc2ccccc12)c1ccco1 | ?
CCCN(CCC)CCCNC(=O)C1CCCN(S(=O)(=O)c2cccc3nsnc23)C1 (stereo not drawn) | -11%
